MITF primary = human MITF inhibition, primary screen | AlphaScreen MITF homodimerization, bead proximity signal | AID 1259374 | inhibition, % at 2.6 µM | 650,000 tested, 0.91% active; in the data active means inhibition above about 50%;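 further: 0% = vehicle wells with protein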
Target sequence (O75030 whole entry, looked up): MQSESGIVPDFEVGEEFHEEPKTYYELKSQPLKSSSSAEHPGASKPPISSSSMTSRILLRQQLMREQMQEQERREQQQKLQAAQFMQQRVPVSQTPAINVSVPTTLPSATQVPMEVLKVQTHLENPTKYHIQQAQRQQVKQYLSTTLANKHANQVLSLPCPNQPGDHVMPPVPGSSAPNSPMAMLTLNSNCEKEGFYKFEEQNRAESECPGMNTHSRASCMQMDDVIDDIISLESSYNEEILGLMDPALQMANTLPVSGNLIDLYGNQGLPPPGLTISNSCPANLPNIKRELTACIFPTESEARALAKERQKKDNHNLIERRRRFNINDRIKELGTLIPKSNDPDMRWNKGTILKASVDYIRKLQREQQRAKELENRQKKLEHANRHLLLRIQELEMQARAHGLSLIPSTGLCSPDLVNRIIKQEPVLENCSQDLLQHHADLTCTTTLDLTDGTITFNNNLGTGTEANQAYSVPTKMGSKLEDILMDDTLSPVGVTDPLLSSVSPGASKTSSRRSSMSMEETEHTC
TEAD-YAP block = TEAD-YAP interaction inhibition; HEK-TIYL cells, TEAD-Gal4/YAP UAS-luciferase luminescence; inhibition, % at 9.12 µM; 640,000 tested, 1.4% active; AID 1259422; in the data active means inhibition above about 32%;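 further: 0% = median of test compound wells and 100% = reference inhibitor wells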
GPR151 ag = activates the human receptor GPR151 | activation, % at 11.2 µM | Q8TDV0 | PathHunter beta-arrestin GPR151 cells, luminescence | 650,000 tested, 1% active; in the data active means activation above about 4.9%;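 further: 0% = median of compound wells and 100% = cells with positive control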
Target sequence (Q8TDV0 whole entry, looked up): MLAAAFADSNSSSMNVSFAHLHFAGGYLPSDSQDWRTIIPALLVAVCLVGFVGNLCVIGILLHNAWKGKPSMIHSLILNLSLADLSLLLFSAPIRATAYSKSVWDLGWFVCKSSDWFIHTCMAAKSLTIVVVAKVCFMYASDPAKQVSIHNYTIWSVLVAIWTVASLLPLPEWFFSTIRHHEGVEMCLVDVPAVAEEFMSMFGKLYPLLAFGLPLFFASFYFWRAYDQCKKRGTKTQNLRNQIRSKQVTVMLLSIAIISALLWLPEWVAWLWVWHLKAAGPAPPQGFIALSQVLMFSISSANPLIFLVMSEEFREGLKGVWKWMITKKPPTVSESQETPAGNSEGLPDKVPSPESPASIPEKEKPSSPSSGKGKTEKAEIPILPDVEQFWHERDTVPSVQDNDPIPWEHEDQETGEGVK
FBW7 act = human FBW7 E3 ligase activation, primary screen. Q969H0. AlphaScreen FBW7–phospho-cyclin E peptide binding, activator screen. normalized activity (activation), % at 26.1 µM. 650,000 tested, 0.13% active. AID 1259310; in the data active means normalized activity above about 1.9%;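 further: purified mutant Fbw7 with reduced substrate affinity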
Starred values were filed as active, the others as inactive; & = joins results of further samples.

What do the screens show for `CCCNC(=O)c1cnn2c(C)cc(C)nc12`?
MITF primary: 3; TEAD-YAP block: 9; GPR151 ag: 0.7; FBW7 act: 0.0

Results for O=C(CC1CCCCC1)N1CCC2(CC1)CC2C(=O)N1CCN(c2ccccc2)CC1 (stereo not given) ?
MITF primary: -2; TEAD-YAP block: 3; GPR151 ag: 0.3; FBW7 act: 0.0

How did COc1ccc(-c2nc(Nc3cccc(Cl)c3)c3ccccc3n2)cc1OC do in these assays?
MITF primary: -6; TEAD-YAP block: 2; GPR151 ag: 1.4; FBW7 act: -0.2

How did CCOc1ccc(-c2nnn(CC(=O)Nc3cc(C)ccc3OC)n2)cc1OCC do in these assays?
MITF primary: 4; TEAD-YAP block: 0; GPR151 ag: 4.3; FBW7 act: 0.2

How did C=CCn1c(SCC(=O)Nc2ccc(C)cc2)nnc1-c1cccs1 do in these assays?
MITF primary: 2; TEAD-YAP block: -2; GPR151 ag: 1.8; FBW7 act: -0.2

Results for O=C(Nc1onc2c1CCCC2)c1ccc2c(c1)OCCO2 ?
MITF primary: -6; TEAD-YAP block: 91*; GPR151 ag: -9.0; FBW7 act: -0.1

How did CCCCC(=O)N1CCN(c2ccc(C(C)=O)cc2F)CC1 do in these assays?
MITF primary: 7; TEAD-YAP block: -1; GPR151 ag: 0.6; FBW7 act: 0.3

Results for FC(F)(F)c1ccc(-c2ncc(-c3cnccn3)c(-c3ccncc3)n2)cn1 ?
MITF primary: 22; TEAD-YAP block: 1; GPR151 ag: -0.4; FBW7 act: 0.0

Results for CCOC(=O)c1ccc(CNC(=O)c2cc3cccc(OC)c3oc2=O)o1 ?
MITF primary: -28; TEAD-YAP block: -3; GPR151 ag: 1.2; FBW7 act: -0.1

Results for Cc1ccc(-n2c(=S)sc3c(=O)n(-c4ccccc4C)c(SCC#N)nc32)c(C)c1 ?
MITF primary: -2; TEAD-YAP block: -6; GPR151 ag: -0.5; FBW7 act: 0.0

How did O=C1c2cccc3cccc(c23)C(=O)N1Cc1ccco1 do in these assays?
MITF primary: 16; TEAD-YAP block: -4; GPR151 ag: -1.5; FBW7 act: 0.0

Results for CC(C)CNC(=O)c1cccc(NC(=O)c2ccc(NC(=O)c3ccco3)cc2)c1 ?
MITF primary: 0; TEAD-YAP block: -3; GPR151 ag: -0.8; FBW7 act: -0.2

What do the screens show for `Cc1nc(SCCC(=O)O)c2oc3ccccc3c2n1`?
MITF primary: 6; TEAD-YAP block: -5; GPR151 ag: 0.5; FBW7 act: -0.2

Results for COc1ccccc1CNC(=O)CCCCn1c(=O)[nH]c2ccsc2c1=O ?
MITF primary: 14; TEAD-YAP block: 12; GPR151 ag: 0.5; FBW7 act: 0.0

Results for Cc1nc2nc(CN)nn2c(C)c1CCC(=O)Nc1ccccc1F ?
MITF primary: 5; TEAD-YAP block: 2; GPR151 ag: -1.0; FBW7 act: -0.2

What do the screens show for `Cc1cc(C(=O)COC(=O)c2nccnc2N)c(C)n1C`?
MITF primary: 11; TEAD-YAP block: -31; GPR151 ag: -1.6; FBW7 act: -0.1

What do the screens show for `Cc1cc(C)nc(/N=C(\N)Nc2ccccc2)n1`?
MITF primary: 3&10; TEAD-YAP block: -1&1; GPR151 ag: -1.0&-0.1; FBW7 act: -0.1&0.2

What do the screens show for `Cc1cccc(-n2c(C)nc3cc(C(=O)NCCc4ccccc4)ccc32)c1`?
MITF primary: 2; TEAD-YAP block: -11; GPR151 ag: -0.5; FBW7 act: -0.2

How did Cc1ccc(C2CC(C(F)(F)F)n3ncc(C(=O)NC(C)(C)C)c3N2)cc1 (stereo not given) do in these assays?
MITF primary: -1; TEAD-YAP block: -5; GPR151 ag: -0.7; FBW7 act: 0.0

Results for CC(=O)Nc1ccc(Cl)c(C(N)=O)c1 ?
MITF primary: 12; TEAD-YAP block: 6; GPR151 ag: 0.3; FBW7 act: 0.4

What do the screens show for `CC1(C)CC(C(=O)N2CCC3(CC2)CC3C(=O)NCCC2=CCCCC2)CCO1` (stereo not given)?
MITF primary: -8; TEAD-YAP block: -1; GPR151 ag: 0.7; FBW7 act: -0.2

Results for COCCN(CCOC)S(=O)(=O)c1ccc(C(=O)Nc2nc(-c3ccc(C)cc3C)cs2)cc1 ?
MITF primary: -3; TEAD-YAP block: 36*; GPR151 ag: 0.8; FBW7 act: -0.3

Results for CC(C#N)Sc1ncnc2ccccc12 (stereo not given) ?
MITF primary: 12; TEAD-YAP block: 1; GPR151 ag: -1.1; FBW7 act: -0.1

Results for Cc1ccccc1Cn1c(C(=O)O)c(CNCCN(C)C2CCCCC2)c2ccccc21 ?
MITF primary: -13; TEAD-YAP block: -3; GPR151 ag: -0.6; FBW7 act: 0.1

Results for CCOc1ccc(/C=C/C(=O)c2c(C)cc(C)[nH]c2=O)cc1 ?
MITF primary: 8; TEAD-YAP block: 7; GPR151 ag: 1.6; FBW7 act: -0.1

Results for O=C(O)c1cc(N2C(=O)C3C4c5ccccc5C(c5ccccc54)C3C2=O)ccc1O (stereo not given) ?
MITF primary: -10; TEAD-YAP block: -7; GPR151 ag: -0.5; FBW7 act: -0.1

Results for Cc1csc2nc(CSc3nc4ccccc4[nH]3)cn12 ?
MITF primary: 3; TEAD-YAP block: -58; GPR151 ag: -0.9; FBW7 act: -0.1

What do the screens show for `COc1ccc(CN2C(=O)NC(=O)/C(=C\c3ccc(OC)c4ccccc34)C2=O)cc1`?
MITF primary: -15; TEAD-YAP block: -11; GPR151 ag: -1.2; FBW7 act: -0.6

Results for CCC(C)NC(=O)CSCc1nc(-c2ccccc2C)oc1C (stereo not given) ?
MITF primary: -4; TEAD-YAP block: -3; GPR151 ag: 1.8; FBW7 act: 0.0

What do the screens show for `Cc1ccc(NC(=O)Cn2c(-c3ccccc3Cl)nc3sc(C)c(C)c3c2=O)cc1Cl`?
MITF primary: 3; TEAD-YAP block: 3; GPR151 ag: 0.6; FBW7 act: 0.1

What do the screens show for `CCOC(=O)C1=C(C)NC(=S)NC1c1ccc(OCC(=O)N2CCOCC2)c(OC)c1` (stereo not given)?
MITF primary: 10; TEAD-YAP block: 6; GPR151 ag: -0.7; FBW7 act: 0.0

Results for CCOc1ccccc1CNC(=O)Cn1ncn2c(cc3sc(CC)cc32)c1=O ?
MITF primary: 6; TEAD-YAP block: 4; GPR151 ag: -0.3; FBW7 act: 0.8

Results for COc1nn(C)cc1-c1nnc(SCC(=O)NC(C)C)n1C ?
MITF primary: 6; TEAD-YAP block: 5; GPR151 ag: -1.1; FBW7 act: 0.7

What do the screens show for `Cc1ccc(-n2c(C)cn3c4c(=O)n(CC(N)=O)c(=O)n(C)c4nc23)cc1`?
MITF primary: 4; TEAD-YAP block: 3; GPR151 ag: 0.2; FBW7 act: 0.0

Results for C/C(=C\c1ccccc1)C(=O)NCCN1CCOCC1 ?
MITF primary: -4; TEAD-YAP block: -7; GPR151 ag: 0.5; FBW7 act: -0.1

What do the screens show for `COC(=O)c1sc(NC(=O)c2cc3cc([N+](=O)[O-])ccc3oc2=O)c(C#N)c1C`?
MITF primary: 13; TEAD-YAP block: 3; GPR151 ag: -1.7; FBW7 act: 1.0

Results for C/C(=C\c1ccccc1)CN1CCc2nnc(CNC(=O)CCc3cccnc3)n2CC1 ?
MITF primary: 3; TEAD-YAP block: 12; GPR151 ag: 0.3; FBW7 act: 0.0

Results for c1ccc(-c2cnnc(NCCc3nc(-c4cccnc4)no3)n2)cc1 ?
MITF primary: 7; TEAD-YAP block: -7; GPR151 ag: 1.3; FBW7 act: -0.1

What do the screens show for `Cc1ccc(NCc2c(CO)cnc(C)c2O)cc1`?
MITF primary: 14; TEAD-YAP block: 3; GPR151 ag: -0.2; FBW7 act: 0.9

How did CNc1nn2c(=O)c3ccccc3nc2s1 do in these assays?
MITF primary: -1; TEAD-YAP block: -14; GPR151 ag: -6.8; FBW7 act: 0.0

What do the screens show for `COc1ccc(CCNc2nc(-c3ccc(C(N)=O)cc3)nc3c2ncn3C(C)C)cc1`?
MITF primary: 14; TEAD-YAP block: 18; GPR151 ag: -1.1; FBW7 act: 0.0

Results for COC(=O)c1c(/N=C/c2cc(Cl)cc(OC)c2O)sc2c1CCN(C)C2 ?
MITF primary: -6; TEAD-YAP block: -8; GPR151 ag: -0.3; FBW7 act: -0.3

How did CCN(CC)CC(=O)N1c2ccccc2Sc2ccc(Cl)cc21 do in these assays?
MITF primary: 22; TEAD-YAP block: -2; GPR151 ag: 0.7; FBW7 act: 0.6

How did O=C(c1ccc(Sc2ccccc2Cl)c([N+](=O)[O-])c1)N1CCN(c2ccccc2)CC1 do in these assays?
MITF primary: -2; TEAD-YAP block: -13; GPR151 ag: 1.2; FBW7 act: -0.3

Results for O=C(O)CCSc1nnc(-c2ccccn2)o1 ?
MITF primary: -1; TEAD-YAP block: 2; GPR151 ag: 0.0; FBW7 act: 0.2

The list goes on, starting with the last two of the part before.
How did O=C(c1ccc(Sc2ccccc2Cl)c([N+](=O)[O-])c1)N1CCN(c2ccccc2)CC1 do in these assays?
MITF primary: -2; TEAD-YAP block: -13; GPR151 ag: 1.2; FBW7 act: -0.3

Results for O=C(O)CCSc1nnc(-c2ccccn2)o1 ?
MITF primary: -1; TEAD-YAP block: 2; GPR151 ag: 0.0; FBW7 act: 0.2

How did COC(CNc1cc(-c2ccc(F)cc2)nc(C)n1)OC do in these assays?
MITF primary: 6; TEAD-YAP block: -24; GPR151 ag: -1.7; FBW7 act: 0.1

How did O=C(OCC(=O)N1CCN(C(=O)c2ccco2)CC1)c1ccc(Cl)cc1O do in these assays?
MITF primary: -11; TEAD-YAP block: 6; GPR151 ag: -0.9; FBW7 act: 0.6

How did COc1ccc(Cl)cc1NC(=O)c1cc(-c2ccccc2OC)on1 do in these assays?
MITF primary: -8; TEAD-YAP block: 4; GPR151 ag: 0.1; FBW7 act: -0.1

How did CCOC(=O)Cn1c2ccccc2n2nc(C)c(=O)nc12 do in these assays?
MITF primary: -9; TEAD-YAP block: 2; GPR151 ag: 1.1; FBW7 act: 0.0

Results for COc1ccc(N2C(=O)c3ccccc3NC2c2ccccc2Cl)cc1 (stereo not given) ?
MITF primary: -1; TEAD-YAP block: -9; GPR151 ag: -1.3; FBW7 act: 0.0

Results for O=c1c2cccnc2n(Cc2ccc([N+](=O)[O-])cc2)c(=O)n1Cc1ccc(F)cc1 ?
MITF primary: 3; TEAD-YAP block: -7; GPR151 ag: 1.5; FBW7 act: -0.1

How did COc1cnnc(NS(=O)(=O)c2ccc(Nc3ncc([N+](=O)[O-])cc3[N+](=O)[O-])cc2)c1 do in these assays?
MITF primary: -5; TEAD-YAP block: 0; GPR151 ag: 1.1; FBW7 act: 0.0

What do the screens show for `COc1ccc(-c2csc(=Nc3ccc(F)cc3)n2CCc2ccc(OC)c(OC)c2)cc1Br`?
MITF primary: 14; TEAD-YAP block: 9; GPR151 ag: 2.1; FBW7 act: -0.2

How did NC(=O)C1CCCN(C(=S)NC(=O)c2ccco2)C1 (stereo not given) do in these assays?
MITF primary: -4; TEAD-YAP block: 5; GPR151 ag: 0.2; FBW7 act: -0.1

How did O=C(O)c1cc2[nH]c3c(c2cc1Cl)CCCC3 do in these assays?
MITF primary: -6; TEAD-YAP block: -3; GPR151 ag: -1.1; FBW7 act: 0.1

What do the screens show for `COC(=O)c1ccccc1N1C(=O)C2C(C1=O)C1(C)c3ccccc3C2(C)c2ccccc21` (stereo not given)?
MITF primary: 1; TEAD-YAP block: -5; GPR151 ag: -0.3; FBW7 act: -0.3

What do the screens show for `COc1cccc(C2(CC(=O)N(C)C3CCOC3)CC(=O)N(CCN(C)C)C2=O)c1` (stereo not given)?
MITF primary: -1; TEAD-YAP block: -10; GPR151 ag: 1.0; FBW7 act: 0.0

What do the screens show for `CCOC(=O)c1cc(S(=O)(=O)NC2CCCCC2)cn1C`?
MITF primary: 5; TEAD-YAP block: 1; GPR151 ag: 0.1; FBW7 act: 0.0

Results for COc1ccc(CCNC(=O)Nc2ccccc2Cl)cc1OC ?
MITF primary: -2; TEAD-YAP block: -13; GPR151 ag: 0.0; FBW7 act: -0.1

How did Cc1cccc(C(=O)NCCc2ccccc2)c1[N+](=O)[O-] do in these assays?
MITF primary: 11; TEAD-YAP block: -72; GPR151 ag: -0.8; FBW7 act: 0.8

Structures listed so far that have a COOH group (five):
What do the screens show for `Cc1nc(SCCC(=O)O)c2oc3ccccc3c2n1`?
MITF primary: 6; TEAD-YAP block: -5; GPR151 ag: 0.5; FBW7 act: -0.2

Results for Cc1ccccc1Cn1c(C(=O)O)c(CNCCN(C)C2CCCCC2)c2ccccc21 ?
MITF primary: -13; TEAD-YAP block: -3; GPR151 ag: -0.6; FBW7 act: 0.1

Results for O=C(O)c1cc(N2C(=O)C3C4c5ccccc5C(c5ccccc54)C3C2=O)ccc1O (stereo not given) ?
MITF primary: -10; TEAD-YAP block: -7; GPR151 ag: -0.5; FBW7 act: -0.1

Results for O=C(O)CCSc1nnc(-c2ccccn2)o1 ?
MITF primary: -1; TEAD-YAP block: 2; GPR151 ag: 0.0; FBW7 act: 0.2

How did O=C(O)c1cc2[nH]c3c(c2cc1Cl)CCCC3 do in these assays?
MITF primary: -6; TEAD-YAP block: -3; GPR151 ag: -1.1; FBW7 act: 0.1

Carrying on.
How did COc1ccccc1-c1nnc2ccc3ccccc3n12 do in these assays?
MITF primary: -1; TEAD-YAP block: 7; GPR151 ag: 1.1; FBW7 act: 0.1

What do the screens show for `Cc1ccccc1NC(=O)c1cccc(NC(=O)C(F)(F)F)c1`?
MITF primary: -10; TEAD-YAP block: -1; GPR151 ag: 0.6; FBW7 act: -0.1

Results for N#Cc1ccccc1OCC(=O)Nc1cccc(Br)c1 ?
MITF primary: -2; TEAD-YAP block: -62; GPR151 ag: 1.3; FBW7 act: 0.0

How did C/C(CC(O)c1ccc2ccccc2n1)=N/O (stereo not given) do in these assays?
MITF primary: -5; TEAD-YAP block: -6; GPR151 ag: 1.0; FBW7 act: 0.2
